# Tn6 DDE FP = inhibitors of Tn6 peptide binding to human fibrin DD(E) | AID 720509 | actives 0.21% (n = 370,000) | Fibrin DD(E) TRITC-Tn6 fluorescence polarization displacement | P02675 | inhibition, % at 8.3 µM;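 active = inhibition above a per-campaign cutoff: mean of compounds within control limits plus 3 SD, cut at about 15% in these data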;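 note: 0% = median of all compound wells on the plate and 100% = blocking peptide control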
# ARFGAP1 inh = inhibits rat ARF GTPase activating protein 1 | Q62848 | Arfgap1-stimulated ARF1 GTP hydrolysis, GDP FP detection | inhibition, % at 16.5 µM | actives 0.26% (n = 360,000) | AID 651572;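 active = inhibition above a per-plate limit, mean inhibition of low control wells plus 3 SD, cut at about 25% in these data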;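 note: 0% = DMSO wells with enzyme and 100% = wells lacking Arfgap1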
#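 material = rat Arfgap1 catalytic domain, aa 1-136 | also added = human ARF1(Δ1-17)-GTP substrate | compound dosing = one concentration, 16.5 µM, DMSO 1.26% | times = GTP hydrolysis reaction 2 h at 25 °C | measured by = FP, GDP Alexa 633 tracer displaced from anti-GDP antibody, 620/688 nm | evaluation = percent inhibition of Arfgap1-stimulated GTP hydrolysis | replication = single well per compound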
# TDP2 absorb = TDP2 (human) inhibition, absorbance primary screen; O95551; recombinant TDP2, T5PNP hydrolysis, p-nitrophenol absorbance 415 nm; inhibition, % at 12.8 µM; actives 0.34% (n = 370,000); AID 720702;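 active = inhibition above the mean of all tested compounds plus 3 SD, set per campaign, cut at about 25% in these data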;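 note: 0% = DMSO with enzyme and 100% = buffer with substrate but no TDP2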
# Target sequence (O95551 whole entry, looked up): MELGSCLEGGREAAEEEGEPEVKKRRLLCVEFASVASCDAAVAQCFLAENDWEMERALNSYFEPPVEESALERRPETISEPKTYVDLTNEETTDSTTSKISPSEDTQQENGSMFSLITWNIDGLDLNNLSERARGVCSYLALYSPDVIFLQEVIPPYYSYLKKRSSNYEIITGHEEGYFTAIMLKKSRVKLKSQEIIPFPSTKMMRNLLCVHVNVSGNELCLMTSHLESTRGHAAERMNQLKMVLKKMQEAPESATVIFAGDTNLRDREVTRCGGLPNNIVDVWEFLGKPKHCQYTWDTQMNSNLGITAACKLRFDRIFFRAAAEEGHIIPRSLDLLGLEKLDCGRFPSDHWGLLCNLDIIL
#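 Assay system: Recombinant human TDP2 | Quantity: 120 nM TDP2 per well | Incubation: 2 h at 37 °C | Signal: Epi absorbance | Evaluation: Percent inhibition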
# ADAM17 inh = inhibitors of human ADAM17 | recombinant ADAM17, EDANS/DABCYL FRET peptide cleavage | P78536 | actives 0.83% (n = 370,000) | inhibition, % at 6.95 µM;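 active = inhibition above the mean of compounds lying between control limits plus 3 SD, set per campaign, cut at about 8.5% in these data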;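 note: 0% = DMSO-only wells as the low control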
# Target sequence (P78536 215-824 limits assumed): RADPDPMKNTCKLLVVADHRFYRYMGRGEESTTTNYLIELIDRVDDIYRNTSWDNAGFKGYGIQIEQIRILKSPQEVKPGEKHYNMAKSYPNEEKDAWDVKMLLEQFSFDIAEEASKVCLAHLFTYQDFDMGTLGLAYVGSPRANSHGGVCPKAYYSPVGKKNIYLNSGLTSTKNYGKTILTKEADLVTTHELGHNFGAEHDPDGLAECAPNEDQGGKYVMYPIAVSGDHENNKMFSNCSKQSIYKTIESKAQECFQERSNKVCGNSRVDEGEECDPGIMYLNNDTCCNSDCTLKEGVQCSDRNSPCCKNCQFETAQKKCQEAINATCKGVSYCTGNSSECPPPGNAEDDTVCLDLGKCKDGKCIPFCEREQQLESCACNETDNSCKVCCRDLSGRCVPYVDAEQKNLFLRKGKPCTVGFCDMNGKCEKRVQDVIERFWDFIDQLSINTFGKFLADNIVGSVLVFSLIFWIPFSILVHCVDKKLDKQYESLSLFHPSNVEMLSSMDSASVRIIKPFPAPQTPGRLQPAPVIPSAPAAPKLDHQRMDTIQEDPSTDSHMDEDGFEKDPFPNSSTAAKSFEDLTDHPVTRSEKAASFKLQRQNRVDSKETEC
# LEDGF integ inh = blocks HIV-1 LEDGF/p75-dependent DNA integration. actives 0.64% (n = 370,000). inhibition, % at 3.7 µM. TR-FRET IN-LEDGF/p75 DNA integration, Eu/Cy5;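 active = inhibition above the screen-wide mean plus 3 SD, cut at about 13% in these data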;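 note: signal is the Cy5 over europium emission ratio at 671 and 618 nm; 0% = plate median of compound wells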
# ADAM10 inh = inhibitors of human ADAM10; actives 0.62% (n = 370,000); O14672; recombinant ADAM10, EDANS/DABCYL FRET peptide cleavage, 3 h; inhibition, % at 7 µM;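 active = inhibition above a per-campaign cutoff equal to the mean of compounds falling between control-based bounds plus 3 SD, cut at about 20% in these data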;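 note: 0% = DMSO wells while the 100% control is not disclosed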
# PLC-gamma1 inh = PLC-gamma1 (human) inhibition, primary screen | P19174 | purified PLC-gamma1, fluorogenic substrate, fluorescence | actives 0.84% (n = 370,000) | inhibition, % at 12.2 µM; in the data active = inhibition above about 9.5%
# KLK7 zymogen act = proKLK7 (human) activation, primary screen | actives 0.9% (n = 370,000) | AID 652039 | activation, % at 7 µM | purified proKLK7, EDANS-DABCYL substrate fluorescence; 100% is mature enzyme control, 0% vehicle;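 active = activation above the mean of all tested compounds plus 3 SD, computed per campaign excluding outliers beyond control limits, cut at about 13% in these data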
# ASAP1 inh = blocks human ASAP1-stimulated Arf1 GTP hydrolysis | actives 0.19% (n = 360,000) | inhibition, % at 16.5 µM | GDP FP detection | AID 624377; in the data active = inhibition above about 25%;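 note: 0% = vehicle with enzyme and substrate and 100% = no enzyme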
# DDE Tn7 FP inh = inhibitors of Tn7 peptide binding to human fibrin DD(E); actives 0.13% (n = 370,000); P02675; FP displacement of FITC-Tn7 peptide from fibrin DD(E); 0% = median of compound wells per plate; AID 720508; inhibition, % at 8.3 µM;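 active = inhibition above the mean of compounds falling within the control limits plus 3 SD of them, cut at about 14% in these data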;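 note: 0% = plate median of compound wells and 100% = 10 µM Aha-Tn7 peptide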
#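 System: human fibrin DD(E); quantity: Fibrin-DD(E) at 2 µM final; also added: fluorescent Tn7 probe at 0.1 µM; compound dosing: single nominal test concentration of 8.3 µM per compound; schedule: 10 min preincubation, 3 h with tracer, room temperature; detection: fluorescence polarization of the labelled Tn7 tracer; repeats: one replicate per compound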
# Active calls of the source: *; i = inactive.
SMILES,Tn6 DDE FP,ARFGAP1 inh,TDP2 absorb,ADAM17 inh,LEDGF integ inh,ADAM10 inh,PLC-gamma1 inh,KLK7 zymogen act,ASAP1 inh,DDE Tn7 FP inh
S=C1SCN(Cc2ccco2)CN1Cc1ccco1,7,-11,8,-3,3,1,0,0.0,-4,0
Cn1c2ccccc2c2nnc(SCC(=O)NC3CCCC3)nc21,-2,3,-6,0,1,4,-4,0.1,-2,-10
CC(NC(=O)COC(=O)/C=C/c1ccco1)c1ccccc1 (configuration not stated),3,5,-1,-4,2,-6,0,0.2,0,-1
O=C(Nc1nc2ccc(Cl)cc2s1)[C@@H]1CCCN1C(=O)c1cccs1,-3,0,-2,0,0,0,1,0.2,-4,1
O=C(O)CCNc1ccc(Cl)cc1,-2,-1,-7,1,5,6,7,0.2,-13,-2
COc1ccc(C2NC(=O)CCC2[N+](=O)[O-])cc1OC (configuration not stated),-1,-2,-17,4,0,1,0,-0.2,-8,-4
CC(OC(=O)c1cnccn1)C(=O)c1ccccc1 (configuration not stated),-7,10,-3,-2,-4,-14,0,0.0,5,-1
COc1ccc(C(=O)NC(=S)Nc2nc(C)c(C(=O)N(C)C)s2)cc1,11,-9,-8,3,1,13,5,-0.4,-12,2
Cc1ccc(N=C(NOCc2ccc(Cl)cc2Cl)c2nonc2N)c(C)c1,2,8,-7,5,1,21*,-27,0.1,0,-5
CCOc1ccc(CNC(=O)CCCn2nc(CC)n3c(cc4occc43)c2=O)cc1,3,2,-13,-2,0,-8,-5,1.0,-6,-13
CC(=O)C1C(=O)C=C(c2cccs2)CC1c1ccccc1 (configuration not stated),3,-6,-1,1,1,1,-24,0.3,0,-11
O=C(NCCCN1CCOCC1)c1ccc(-n2nc(C(F)(F)F)cc2-c2cccs2)cc1,7,11,-6,3,-4,4,0,-0.6,-1,5
C/C(=N\NC(=O)Cn1nc(C)c([N+](=O)[O-])c1C)c1ccco1,5,-10,-16,6,6,6,4,0.0,-7,2
CCOCC(=O)Nc1ccc(C)c(Cl)c1,5,-2,12,-5,-3,0,2,-1.1,-9,3
CCS(=O)c1ccccc1C(=O)OCC(=O)N1CCC(c2ccccc2)=N1 (configuration not stated),1,-1,-7,-2,3,-1,-2,0.2,6,-4
COC(=O)c1cc(NC(=O)c2cc3ccccc3o2)cc(C(=O)OC)c1,-1,-6,26*,0,2,5,0,0.0,9,4
CC(=O)Nc1ccc(S(=O)(=O)Nc2cccc(NC(=O)c3ccco3)c2)cc1,0,-6,-10,3,2,-2,-1,-1.1,4,-2
O=C(CSc1nnc(SCc2ccccc2)s1)N/N=C/c1ccc(C(=O)O)cc1,5,2,-2,-2,0,6,2,-0.5,17,-2
CC(NS(=O)(=O)c1ccc(F)cc1)C(=O)NCc1ccncc1 (configuration not stated),4,6,-4,-2,-2,-2,2,0.2,0,4
COCc1cnc(C)nc1N,-1,0,-2,-4,-3,0,2,-0.9,-2,2
CCCN(C(=O)CCSc1ccc(F)cc1)c1c(N)n(Cc2ccccc2)c(=O)[nH]c1=O,3,4,-2,-2,-2,-12,0,0.2,4,3
CN(C)c1ccc(/C=N/NC(=O)c2ccco2)cc1,0,-5,2,4,0,-4,-41,1.6,4,-5
O=C(Cn1cc(C(=O)C2CC2)c2ccccc21)NC1CCCC1,7,-3,-2,0,-2,-7,-3,0.2,-6,-4
COCCNC(=O)c1onc(CSc2cc(C)cc(C)c2)c1C(=O)O,4,-14,-8,4,-1,0,0,0.4,10,4
CC(O)CNc1ccc([N+](=O)[O-])cc1S(=O)(=O)N1CCOCC1 (configuration not stated),1,-6,0,-4,2,4,3,0.0,-5,5

# 16 entries from above, arranged by count of non-hydrogen atoms, largest number first:
SMILES,Tn6 DDE FP,ARFGAP1 inh,TDP2 absorb,ADAM17 inh,LEDGF integ inh,ADAM10 inh,PLC-gamma1 inh,KLK7 zymogen act,ASAP1 inh,DDE Tn7 FP inh
CCCN(C(=O)CCSc1ccc(F)cc1)c1c(N)n(Cc2ccccc2)c(=O)[nH]c1=O,3,4,-2,-2,-2,-12,0,0.2,4,3
CCOc1ccc(CNC(=O)CCCn2nc(CC)n3c(cc4occc43)c2=O)cc1,3,2,-13,-2,0,-8,-5,1.0,-6,-13
O=C(CSc1nnc(SCc2ccccc2)s1)N/N=C/c1ccc(C(=O)O)cc1,5,2,-2,-2,0,6,2,-0.5,17,-2
CC(=O)Nc1ccc(S(=O)(=O)Nc2cccc(NC(=O)c3ccco3)c2)cc1,0,-6,-10,3,2,-2,-1,-1.1,4,-2
CCS(=O)c1ccccc1C(=O)OCC(=O)N1CCC(c2ccccc2)=N1 (configuration not stated),1,-1,-7,-2,3,-1,-2,0.2,6,-4
COC(=O)c1cc(NC(=O)c2cc3ccccc3o2)cc(C(=O)OC)c1,-1,-6,26*,0,2,5,0,0.0,9,4
COCCNC(=O)c1onc(CSc2cc(C)cc(C)c2)c1C(=O)O,4,-14,-8,4,-1,0,0,0.4,10,4
Cn1c2ccccc2c2nnc(SCC(=O)NC3CCCC3)nc21,-2,3,-6,0,1,4,-4,0.1,-2,-10
CC(O)CNc1ccc([N+](=O)[O-])cc1S(=O)(=O)N1CCOCC1 (configuration not stated),1,-6,0,-4,2,4,3,0.0,-5,5
CC(NC(=O)COC(=O)/C=C/c1ccco1)c1ccccc1 (configuration not stated),3,5,-1,-4,2,-6,0,0.2,0,-1
CC(=O)C1C(=O)C=C(c2cccs2)CC1c1ccccc1 (configuration not stated),3,-6,-1,1,1,1,-24,0.3,0,-11
COc1ccc(C2NC(=O)CCC2[N+](=O)[O-])cc1OC (configuration not stated),-1,-2,-17,4,0,1,0,-0.2,-8,-4
CN(C)c1ccc(/C=N/NC(=O)c2ccco2)cc1,0,-5,2,4,0,-4,-41,1.6,4,-5
CCOCC(=O)Nc1ccc(C)c(Cl)c1,5,-2,12,-5,-3,0,2,-1.1,-9,3
O=C(O)CCNc1ccc(Cl)cc1,-2,-1,-7,1,5,6,7,0.2,-13,-2
COCc1cnc(C)nc1N,-1,0,-2,-4,-3,0,2,-0.9,-2,2

# Following part:
SMILES,Tn6 DDE FP,ARFGAP1 inh,TDP2 absorb,ADAM17 inh,LEDGF integ inh,ADAM10 inh,PLC-gamma1 inh,KLK7 zymogen act,ASAP1 inh,DDE Tn7 FP inh
CC(OC(=O)c1cc(S(=O)(=O)N(C)c2ccccc2)ccc1Cl)C(=O)Nc1ccc2c(c1)OCCO2 (configuration not stated),-5,5,2,8,-1,14,-1,0.7,6,1
COc1ccc(-c2cc(C(=O)NCC3CCCO3)c3ccccc3n2)cc1 (configuration not stated),2,8,-12,-248,2,i,i,10,-3,-3
Cc1sc2cc(-c3cccc([N+](=O)[O-])c3)c(-c3cccc([N+](=O)[O-])c3)c[n+]2c1C,-3,3,-1,-1,-4,-3,2,0.1,8,2
CCc1nnc(NC(=O)CCC(=O)O)s1,-6,-5,5,-2,1,-10,4,0.6,1,5
CN(c1ccccc1)S(=O)(=O)c1ccc(C(=O)OCC(=O)NCc2cccs2)cc1,-3,17,13,-5,-1,-10,-2,0.0,1,-3
O=C1/C(=C/c2cccc(O)c2)SC(=S)N1CC1CCCO1 (configuration not stated),3,9,4,2,0,-1,2,0.5,25,1
Cc1ccc(NC(=O)C(CC(C)C)NC(=O)C2CCC(C)CC2)nc1 (configuration not stated),-4,5,6,-5,-2,-15,2,-0.1,-1,0
O=C(/C=C/[C@H]1O[C@@H](n2ccc(=O)[nH]c2=O)[C@H](O)[C@@H]1O)NCCN1CCCCC1,-2,-1,5,-3,-3,-18,2,-0.4,-12,8
C[C@@H](N)C(=O)N[C@H]1CCC2C3CC=C4C[C@@H](O)CC[C@]4(C)C3CC[C@@]21C (some centres not stated),-2,-2,-3,-3,2,-3,-1,0.1,0,-3
N#Cc1ccc(Oc2cccc(C(=O)O)c2)cc1C#N,3,21,-10,1,-3,1,0,-1.1,-15,-4
COc1ccccc1-n1c(COc2ccccc2-c2ccccc2)nnc1SCC(=O)c1c(N)n(C)c(=O)n(C)c1=O,-2,8,6,0,1,-8,0,0.2,0,-2
CCc1ccc(OCC(=O)N2CC(C(N)=O)Oc3ccccc32)cc1 (configuration not stated),-4,-5,10,1,2,-2,4,0.4,-12,-6
Cc1ccccc1OCCN1CCC(Cc2ccccc2)CC1,-6,5,8,-1,1,10,5,-0.1,5,-6
COC(=O)c1c(NC(=O)COC(=O)c2ccc(O)cc2)sc2c1CCCCC2,-2,1,4,-2,4,-5,1,-0.2,10,-4
N#CCSc1nnc(COc2ccc3ccccc3c2)o1,-3,7,0,-3,0,-6,-4,0.2,12,-18
O=C(O)c1cccc2c1-c1ccc(Cl)cc1C2=O,2,8,-2,-5,5,-2,0,0.5,-4,-5
c1cncc(-c2nnc3n2CCC3)c1,-6,-9,-8,0,2,-1,0,-0.5,20,4
CCC(C)Nc1nc2c(C)cccn2c(=O)c1C=Nc1ccc(OC)cc1 (configuration not stated),1,-10,1,-59,-4,-166,-28,1.0,-4,5
CC1CCC(NC(=O)c2nn(C)c3c2CSc2ccccc2-3)CC1 (configuration not stated),-14,9,-11,3,-3,19,7,-1.4,16,0
Cc1ccc(C(=O)NCC(=O)N(C)Cc2cccc(F)c2)s1,5,-4,5,0,0,-3,3,-0.1,11,-13
COc1ccc(CCNC(=O)COC(=O)Cc2c[nH]c3ccccc23)cc1OC,-3,-8,7,-4,0,-16,-5,0.2,-12,0
COc1ccc(OCC(O)CN2CCN(c3ccc(Cl)cc3)CC2)cc1 (configuration not stated),-3,1,-5,0,0,12,-3,0.0,-11,1
N#Cc1cccc(C#N)c1NCC1CCCO1 (configuration not stated),0,2,-3,-432,5,i,-97,2.5,7,-2
CCOC(=O)N1CCN(C(=O)COc2ccc3ccccc3c2Br)CC1,10,8,6,1,2,1,-1,0.6,4,-6
Cc1cc(C)nc(SCc2nnc(SCC(=O)Nc3nccs3)n2Cc2ccco2)n1,-12,-10,-16,-4,-2,1,6,0.2,16,0
Cc1ccc(S(=O)(=O)N(C)C)cc1NC(=S)N1CCN(Cc2ccc3c(c2)OCO3)CC1,5,-13,4,-5,1,-6,-3,-0.1,-2,-3
CN(C)Cc1c(O)ccc2c1O/C(=C\C=C\c1ccccc1)C2=O,0,4,1,-31,4,-80,-167,3.5,9,-6

# Bioassay records: PubChem BioAssay, The Scripps Research Institute Molecular Screening Center
